Screening data from PubChem.
Shn3 inh set2 = inhibitors of Schnurri-3 3'UTR reporter in osteoblasts. Clone20 osteoblast Shn3 3'UTR firefly luciferase, 24 h. inhibition, % at 12.5 µM. actives 0.52% (n = 360,000);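 active = mean inhibition of at least 75% with every replicate also reaching 75%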;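 also: 0% = median of neutral control wells and 100% = pilot-screen positive control compound; some compounds past the cut are filed as inactive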
aDG glyco up = increases alpha dystroglycan glycosylation; AID 624168; activation, % at 10 µM; actives 0.22% (n = 360,000); Pro5-aDG cells, alpha-DG glycosylation AlphaScreen (IIH6); 0% Pro5, 100% B10-LARGE cell signal;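 active = activation of at least 8% versus controls, or a plate z-score of at least 8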;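 also: Pro5 are CHO cells carrying HIG-tagged alpha-DG that lacks glycosylation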
HIF-2a block = blocks HIF-2a reporter activity. inhibition, % at 18.8 µM. 786-0 RCC cells HIF-2a reporter, luciferase luminescence, overnight. actives 0.72% (n = 360,000);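 active = inhibition of the luminescence signal of 40% or more relative to plate controls, in a single-dose primary screen at 18.75 µM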
NR2E3 ag-1 = human photoreceptor-specific nuclear receptor agonism | Q9Y5X4 | CHO-S Gal4-NCOR/VP16-NR2E3 two-hybrid, luciferase | inhibition of corepressor binding, % at 3.98 µM | actives 0.35% (n = 360,000) | AID 602229;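 active = inhibition above the mean of all tested compounds plus 3 SD, cut at about 70% in these data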;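 also: 0% = DMSO with NR2E3 transfected cells and 100% = cells lacking NR2E3 construct; higher means lower luciferase signal from less NR2E3 corepressor binding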
Target sequence (Q9Y5X4 whole entry, looked up, the tested form may be a part): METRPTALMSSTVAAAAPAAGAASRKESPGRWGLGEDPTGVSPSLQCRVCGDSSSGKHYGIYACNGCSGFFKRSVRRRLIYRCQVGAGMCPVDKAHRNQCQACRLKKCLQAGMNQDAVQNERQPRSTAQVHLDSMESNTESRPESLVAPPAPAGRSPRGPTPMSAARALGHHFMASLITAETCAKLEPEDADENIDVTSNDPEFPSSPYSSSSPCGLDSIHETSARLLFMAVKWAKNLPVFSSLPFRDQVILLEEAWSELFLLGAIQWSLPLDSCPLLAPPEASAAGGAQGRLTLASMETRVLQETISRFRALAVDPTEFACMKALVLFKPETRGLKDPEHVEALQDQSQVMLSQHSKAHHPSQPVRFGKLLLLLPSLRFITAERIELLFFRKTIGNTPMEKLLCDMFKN
CF NFkB inh = inhibitors of cystic fibrosis induced NF-kB | AID 588850 | KKLEB NF-kB-GFP reporter, PAF-induced, GFP fluorescence overnight | inhibition, % at 5 µM | actives 0.86% (n = 360,000);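 active = at least 50% inhibition at 5 µM, scaled per plate between neutral and stimulator controls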;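 also: PAF is a Pseudomonas aeruginosa culture filtrate used as stimulus; plate controls were PAF-stimulated DMSO wells for no effect and unstimulated DMSO wells for full effect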
NR2E3 ag-2 = activates human photoreceptor nuclear receptor NR2E3. Q9Y5X4. GST-NR2E3/biotin-RetCOR TR-FRET, 1536-well. inhibition of corepressor binding, % at 4.78 µM. actives 0.12% (n = 320,000). AID 2300;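 active = percent inhibition above the cutoff of mean plus 3 SD of all tested compounds, set per screening campaign, cut at about 20% in these data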;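 also: 0% = DMSO wells and 100% = biotin wells as full block of FRET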
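Material: NR2E3–RetCOR corepressor complex / Amount: 1.35 nM GST-NR2E3 / Medium: Tris pH 7.5 / Compound: single nominal compound dose of 4.8 µM / Incubation: 5 h at 4 °C / Technique: TR-FRET, Eu(K)-anti-GST donor, streptavidin-D2 acceptor, ex 340, em 617/671 nm / Read-out basis: percent loss of FRET ratio relative to control wells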
KKLEB tox = CF airway cell cytotoxicity counter-screen | activity change (cytotoxicity), % at 5 µM | AID 602141 | actives 0.36% (n = 360,000) | KKLEB CF airway cells viability, ATPlite luminescence, overnight; hits give low values; cells stimulated with P. aeruginosa culture filtrate;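 active = corrected activity change at or below -50% at 5 µM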
TWEAK Fn14 block = inhibitors of TWEAK-Fn14 interaction signaling. actives 2% (n = 360,000). inhibition, % at 10 µM. TWEAK-stimulated Fn14 reporter cells, luciferase luminescence, 8 h. AID 1159606; in the data active = inhibition above about 50%
Peg3 prom inh = Peg3 promoter activity inhibition; HeLa PEG-Prom luciferase reporter, luminescence, overnight; inhibition, % at 20 µM; actives 1.7% (n = 360,000); AID 588405;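 active = inhibition of at least 50% at 20 µM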
hiPSC survival = enhancers of human iPSC single-cell survival; hiPSC single-cell survival, ATPlite luminescence; 100% = ROCK inhibitor wells, 0% = DMSO; survival enhancement, % at 20 µM; actives 0.044% (n = 360,000); in the data active = survival enhancement above about 18%;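 also: cells exposed to compounds for 16 hours before the ATP read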
MITF TRPM1 inh = reduces MITF-dependent TRPM1 promoter luciferase signal. AID 488899. actives 0.83% (n = 330,000). SK-MEL-5 TRPM1 promoter luciferase, 24 h. inhibition, % at 12.5 µM;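 active = mean inhibition across replicates of 60% or more, whatever share of single replicates reaches that level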; also: values of inactives mirror those of a sister screen read the other way
* = called active by the depositor.

How did Cc1ccc([N+](=O)[O-])cc1NC(=O)Nc1ccc(S(N)(=O)=O)cc1 do in these assays?
Shn3 inh set2: -1; aDG glyco up: -0.2; HIF-2a block: 13; NR2E3 ag-1: -8; CF NFkB inh: -38; NR2E3 ag-2: 5; KKLEB tox: 7; TWEAK Fn14 block: 20; Peg3 prom inh: 5; hiPSC survival: -0.4; MITF TRPM1 inh: 2

What do the screens show for `Cc1cc(=O)oc(C)c1C(=O)NCCc1ccc(F)cc1`?
Shn3 inh set2: -14; aDG glyco up: -0.2; HIF-2a block: 16; NR2E3 ag-1: -7; CF NFkB inh: -1; NR2E3 ag-2: -2; KKLEB tox: 4; TWEAK Fn14 block: 5; Peg3 prom inh: 2; hiPSC survival: 1.5; MITF TRPM1 inh: -1

What do the screens show for `Cc1ccc2nc3c(cc(C(=O)NC4CCCCC4)c(=N)n3C3CCCCC3)c(=O)n2c1`?
Shn3 inh set2: 9; aDG glyco up: 0.2; HIF-2a block: -5; NR2E3 ag-1: -4; CF NFkB inh: -7; NR2E3 ag-2: 6; KKLEB tox: -9; TWEAK Fn14 block: 10; Peg3 prom inh: 14; hiPSC survival: -0.5; MITF TRPM1 inh: -13

Results for CCc1ccc(OCC(O)CN2CCN(c3ccc(OC)cc3)CC2)cc1 (centres undefined) ?
Shn3 inh set2: -2; aDG glyco up: 0.0; HIF-2a block: 12; NR2E3 ag-1: -4; CF NFkB inh: 3; NR2E3 ag-2: 0; KKLEB tox: -6; TWEAK Fn14 block: 24; Peg3 prom inh: 19; hiPSC survival: -0.4; MITF TRPM1 inh: -7

Results for COc1ccc(NC(=O)N(C)[C@H]2C[C@H]3c4[nH]c5ccc(-c6ccc7c(c6)OCO7)cc5c4CCN3C[C@H]2[C@H](C)O)cc1 ?
Shn3 inh set2: 7; aDG glyco up: 0.1; HIF-2a block: -11; NR2E3 ag-1: -14; CF NFkB inh: 10; KKLEB tox: -2; TWEAK Fn14 block: 7; Peg3 prom inh: 55*; hiPSC survival: -1.4

Results for O=C(COC(=O)C1CCN(S(=O)(=O)c2c(Cl)cccc2Cl)CC1)NCc1ccco1 ?
Shn3 inh set2: -2; aDG glyco up: -0.2; HIF-2a block: 3; NR2E3 ag-1: 14; CF NFkB inh: 1; NR2E3 ag-2: 1; KKLEB tox: 9; TWEAK Fn14 block: -20; Peg3 prom inh: 2; hiPSC survival: -0.5; MITF TRPM1 inh: 9

What do the screens show for `Cc1ccc(S(=O)(=O)CC(CN2CCOCC2)N2CCOCC2)cc1` (centres undefined)?
Shn3 inh set2: -16; aDG glyco up: -0.1; HIF-2a block: 9; NR2E3 ag-1: 1; CF NFkB inh: -11; NR2E3 ag-2: 1; KKLEB tox: 13; TWEAK Fn14 block: 11; Peg3 prom inh: 6; hiPSC survival: -1.7; MITF TRPM1 inh: 16

Results for CC(NS(=O)(=O)c1ccc(Br)cc1F)[C@H](O)c1ccccc1 (some centres undefined) ?
Shn3 inh set2: -18; aDG glyco up: 0.1; HIF-2a block: -7; NR2E3 ag-1: -12; CF NFkB inh: -2; KKLEB tox: -10; TWEAK Fn14 block: -1; Peg3 prom inh: 9; hiPSC survival: 0.1

What do the screens show for `O=C(Nc1ccccc1C(=O)N1CCCCCC1)c1ccc(Cl)cc1`?
Shn3 inh set2: 4; aDG glyco up: 0.2; HIF-2a block: 12; NR2E3 ag-1: 1; CF NFkB inh: 0; NR2E3 ag-2: -2; KKLEB tox: 1; TWEAK Fn14 block: -34; Peg3 prom inh: 15; hiPSC survival: 2.1; MITF TRPM1 inh: -1

How did O=C(NCC(=O)N1CCN(S(=O)(=O)/C=C/c2ccccc2)CC1)c1ccc(Cl)cc1 do in these assays?
Shn3 inh set2: 10; aDG glyco up: 0.0; HIF-2a block: 8; NR2E3 ag-1: 1; CF NFkB inh: -36; NR2E3 ag-2: 0; KKLEB tox: 11; TWEAK Fn14 block: 6; Peg3 prom inh: 14; hiPSC survival: -0.6; MITF TRPM1 inh: 2

How did COc1ccccc1-n1c2nc3ccccc3nc2c2c(=O)n(-c3cc(C)cc(C)c3)cnc21 do in these assays?
Shn3 inh set2: 33; aDG glyco up: -0.8; HIF-2a block: 22; NR2E3 ag-1: -23; CF NFkB inh: 11; NR2E3 ag-2: 1; KKLEB tox: -4; TWEAK Fn14 block: -4; Peg3 prom inh: 8; hiPSC survival: -0.4; MITF TRPM1 inh: -7

What do the screens show for `Oc1cccc(Nc2ncnc3ccccc23)c1`?
Shn3 inh set2: -13; aDG glyco up: 0.0; HIF-2a block: -61; NR2E3 ag-1: -5; CF NFkB inh: 33; NR2E3 ag-2: 3; KKLEB tox: -10; TWEAK Fn14 block: -4; Peg3 prom inh: -36; hiPSC survival: -1.8; MITF TRPM1 inh: -10

How did CCC(NC(=S)Nc1ccccc1)C(=O)O (centres undefined) do in these assays?
Shn3 inh set2: -36; aDG glyco up: 0.0; HIF-2a block: 8; NR2E3 ag-1: -15; CF NFkB inh: 6; NR2E3 ag-2: -1; KKLEB tox: -3; TWEAK Fn14 block: -5; Peg3 prom inh: 5; hiPSC survival: -0.6; MITF TRPM1 inh: -4

How did O=C(CSc1nnc2c(Cl)cc(C(F)(F)F)cn12)Nc1ccc2c(c1)OCO2 do in these assays?
Shn3 inh set2: 8; aDG glyco up: 0.0; HIF-2a block: 7; NR2E3 ag-1: -12; CF NFkB inh: 2; NR2E3 ag-2: -1; KKLEB tox: -5; TWEAK Fn14 block: 12; Peg3 prom inh: 6; hiPSC survival: 11; MITF TRPM1 inh: 0

What do the screens show for `CCc1nnc(NS(=O)(=O)c2ccc(NC(=S)NC(=O)/C=C/c3ccc(C(C)C)cc3)cc2)s1`?
Shn3 inh set2: -6; aDG glyco up: 0.0; HIF-2a block: -8; NR2E3 ag-1: 22; CF NFkB inh: -16; NR2E3 ag-2: 0; KKLEB tox: 3; TWEAK Fn14 block: 15; Peg3 prom inh: 4; hiPSC survival: -0.8; MITF TRPM1 inh: -5

How did CCC(=O)N/C(=N/c1nc(C)cc(C)n1)Nc1ccc(OC)cc1 do in these assays?
Shn3 inh set2: -9; aDG glyco up: 0.3; HIF-2a block: -24; NR2E3 ag-1: -7; CF NFkB inh: -8; NR2E3 ag-2: 2; KKLEB tox: 4; TWEAK Fn14 block: -22; Peg3 prom inh: 12; hiPSC survival: -0.8; MITF TRPM1 inh: -2

Results for COCCCNC(=S)N(CCN(C)C)Cc1cc2cc3c(cc2[nH]c1=O)OCCO3 ?
Shn3 inh set2: -14; aDG glyco up: -0.2; HIF-2a block: 1; NR2E3 ag-1: 7; CF NFkB inh: -11; NR2E3 ag-2: 6; KKLEB tox: -11; TWEAK Fn14 block: -9; Peg3 prom inh: 3; hiPSC survival: -0.5; MITF TRPM1 inh: 28

What do the screens show for `CCCNC(=O)C(Cc1ccccc1)NC(=O)c1ccc(-c2ccccc2)cc1` (centres undefined)?
Shn3 inh set2: 6; aDG glyco up: 0.0; HIF-2a block: -23; NR2E3 ag-1: -6; CF NFkB inh: -8; NR2E3 ag-2: 4; KKLEB tox: -2; TWEAK Fn14 block: -7; Peg3 prom inh: -6; hiPSC survival: 6.3; MITF TRPM1 inh: -8

How did COc1ccc(CN2CCCC(C(=O)N3CCc4ccccc4C3)C2)cc1OC (centres undefined) do in these assays?
Shn3 inh set2: 8; aDG glyco up: -0.3; HIF-2a block: 2; NR2E3 ag-1: -40; CF NFkB inh: 10; NR2E3 ag-2: 1; KKLEB tox: -3; TWEAK Fn14 block: 3; Peg3 prom inh: 13; hiPSC survival: -0.3; MITF TRPM1 inh: 8

Results for CCOC(=O)c1sc2nc(C)nc(NCc3cccnc3)c2c1C ?
Shn3 inh set2: -11; aDG glyco up: -0.1; HIF-2a block: 1; NR2E3 ag-1: -25; CF NFkB inh: -16; NR2E3 ag-2: -1; KKLEB tox: 6; TWEAK Fn14 block: 0; Peg3 prom inh: 2; hiPSC survival: 1.1; MITF TRPM1 inh: -8

How did CCCCn1c(SCC(=O)OCC)nc2c1c(=O)[nH]c(=O)n2C do in these assays?
Shn3 inh set2: -50; aDG glyco up: 0.1; HIF-2a block: 2; NR2E3 ag-1: -30; CF NFkB inh: 16; NR2E3 ag-2: -8; KKLEB tox: -7; TWEAK Fn14 block: 4; Peg3 prom inh: -7; hiPSC survival: 4.3

How did CC1=NN(c2ccc([N+](=O)[O-])cc2)C(=O)/C1=C\N(C)C do in these assays?
Shn3 inh set2: -23; aDG glyco up: -0.3; HIF-2a block: -97; NR2E3 ag-1: -40; CF NFkB inh: 0; NR2E3 ag-2: 0; KKLEB tox: -9; TWEAK Fn14 block: -10; Peg3 prom inh: -52; hiPSC survival: -1.8; MITF TRPM1 inh: -13

How did Cc1cc(C)nc(-n2nc(C)cc2NC(=O)c2cc3ccccc3oc2=O)n1 do in these assays?
Shn3 inh set2: 11; aDG glyco up: 0.0; HIF-2a block: 13; NR2E3 ag-1: 9; CF NFkB inh: -43; NR2E3 ag-2: -6; KKLEB tox: -8; TWEAK Fn14 block: -6; Peg3 prom inh: -17; hiPSC survival: -0.4; MITF TRPM1 inh: 3

Arranged by molar mass (high to low): four of the compounds above.
How did O=C(NCC(=O)N1CCN(S(=O)(=O)/C=C/c2ccccc2)CC1)c1ccc(Cl)cc1 do in these assays?
Shn3 inh set2: 10; aDG glyco up: 0.0; HIF-2a block: 8; NR2E3 ag-1: 1; CF NFkB inh: -36; NR2E3 ag-2: 0; KKLEB tox: 11; TWEAK Fn14 block: 6; Peg3 prom inh: 14; hiPSC survival: -0.6; MITF TRPM1 inh: 2

How did COc1ccccc1-n1c2nc3ccccc3nc2c2c(=O)n(-c3cc(C)cc(C)c3)cnc21 do in these assays?
Shn3 inh set2: 33; aDG glyco up: -0.8; HIF-2a block: 22; NR2E3 ag-1: -23; CF NFkB inh: 11; NR2E3 ag-2: 1; KKLEB tox: -4; TWEAK Fn14 block: -4; Peg3 prom inh: 8; hiPSC survival: -0.4; MITF TRPM1 inh: -7

Results for CCc1ccc(OCC(O)CN2CCN(c3ccc(OC)cc3)CC2)cc1 (centres undefined) ?
Shn3 inh set2: -2; aDG glyco up: 0.0; HIF-2a block: 12; NR2E3 ag-1: -4; CF NFkB inh: 3; NR2E3 ag-2: 0; KKLEB tox: -6; TWEAK Fn14 block: 24; Peg3 prom inh: 19; hiPSC survival: -0.4; MITF TRPM1 inh: -7

How did CCC(NC(=S)Nc1ccccc1)C(=O)O (centres undefined) do in these assays?
Shn3 inh set2: -36; aDG glyco up: 0.0; HIF-2a block: 8; NR2E3 ag-1: -15; CF NFkB inh: 6; NR2E3 ag-2: -1; KKLEB tox: -3; TWEAK Fn14 block: -5; Peg3 prom inh: 5; hiPSC survival: -0.6; MITF TRPM1 inh: -4
